Assay outcomes: PubChem, several laboratories
KLK5 inh: inhibitors of human kallikrein 5; recombinant hK5, fluorogenic AMC substrate cleavage; inhibition, % at 5 µM; actives 0.59% (n = 210,000);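 active = inhibition of 40% or more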;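 note: 0% = enzyme controls without compound and 100% = no-enzyme blanks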
Target sequence (Q9Y337 67-293 limits assumed): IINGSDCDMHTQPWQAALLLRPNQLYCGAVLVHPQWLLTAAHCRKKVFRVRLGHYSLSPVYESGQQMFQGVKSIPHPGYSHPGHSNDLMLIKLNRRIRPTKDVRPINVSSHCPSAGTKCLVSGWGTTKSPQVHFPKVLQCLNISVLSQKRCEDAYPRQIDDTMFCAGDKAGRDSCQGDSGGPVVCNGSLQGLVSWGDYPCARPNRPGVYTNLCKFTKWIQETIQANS
m-calpain inh: inhibitors of pig calpain II | purified calpain II, fluorogenic peptide substrate, 30 min | inhibition, % at 16 µM | actives 0.37% (n = 220,000);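 active = inhibition above about 50%, limit read from the data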
Cl transport mod: modulates chloride dependent transport by human KCC2 | actives 2.2% (n = 190,000) | B-score of Tl+ flux slope (higher = more flux/activation; lower = inhibition) at 10 µM | Q9H2X9 | AID 1456 | KCC2 cells, thallium flux FluoZin-2 fluorescence;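 active = thallium flux slope and its plate-corrected score both differing from the plate sample mean at a set confidence after two filtering rounds, in either direction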;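 note: slope of fluorescence scaled to starting intensity during 10 to 20 s after thallium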
FXIIa inh: blocks human coagulation factor XIIa protease activity | AID 800 | purified FXIIa, Boc-QGR-AMC fluorogenic substrate, 2 h | inhibition, % at 5 µM | actives 0.3% (n = 220,000) | P00748; in the data active = inhibition above about 40%;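 note: 0% = enzyme with no compound and 100% = blank without enzyme; many of its hits are not listed in these tables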
Thrombin inh: inhibitors of human thrombin | inhibition, % at 5 µM | actives 0.26% (n = 220,000) | P00734 | alpha-thrombin, Boc-VPR-AMC fluorogenic substrate cleavage;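 active = inhibition at or above 40%; inactive = inhibition below 40%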;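 note: 0% = enzyme with no compound and 100% = wells without enzyme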
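Material: Human alpha-thrombin protein | Buffer or medium: pH 7.5 Tris-saline with Tween 20 | Reagent: Boc-VPR-AMC substrate, 15 µM final | Schedule: Reaction at ambient temperature | Detection: AMC fluorescence at 355 nm excitation and 460 nm emission | Evaluation: Percent inhibition scaled between no-compound controls and no-enzyme blanks | Controls: no-compound enzyme wells and no-enzyme blanks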
Rad51 HR inh: blocks human Rad51 in homologous recombination; Q06609; hRad51 DNA strand exchange, fluorescence dequenching; inhibition, % at 10 µM; actives 0.085% (n = 200,000);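 active = inhibition above 40% at the single screening dose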;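 note: 0% = DMSO control wells and 100% = blanks with heterologous ssDNA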
Target sequence (Q06609 whole entry, looked up): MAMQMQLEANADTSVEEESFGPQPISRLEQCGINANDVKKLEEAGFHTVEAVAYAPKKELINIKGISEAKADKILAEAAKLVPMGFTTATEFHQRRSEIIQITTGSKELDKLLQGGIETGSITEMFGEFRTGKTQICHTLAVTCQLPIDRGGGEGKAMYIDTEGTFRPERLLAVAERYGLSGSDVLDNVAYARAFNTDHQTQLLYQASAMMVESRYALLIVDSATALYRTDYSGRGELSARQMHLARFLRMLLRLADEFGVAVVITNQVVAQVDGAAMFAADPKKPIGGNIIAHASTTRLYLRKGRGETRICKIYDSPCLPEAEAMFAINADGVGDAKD
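Material: hRad51 filaments on single-stranded DNA; Reagent: Donor/quencher-labelled 47-bp dsDNA substrate; Compound: 10 µM final, single point; Schedule: 37 °C 15-min filament assembly, 30-min compound preincubation, 15-min exchange; Technique: FRET fluorescence, excitation 485 nm, emission 520 nm; Benchmarks: control wells and blank wells on each plate.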
FXIa inh: factor XIa (human) inhibition; P03951; purified FXIa, Boc-Glu-Ala-Arg-AMC fluorogenic substrate; inhibition, % at 5 µM; actives 0.14% (n = 220,000); AID 798;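 active = inhibition of at least 40%; inactive = inhibition below 40%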;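 note: fluorescence of freed AMC excited at 355 nm; 0% = enzyme without compound and 100% = no enzyme blank; many of its hits are not listed in these tables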
PERK inhibitor: human PERK inhibition, primary cell-based screen; inhibition, % at 5.6 µM; actives 0.17% (n = 220,000); AID 1416; CHO PERK-DD fusion, SEAP luminescence translation reporter;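 active = inhibition above the mean inhibition of all tested compounds plus 3 SD, set separately per screening campaign, cut at about 2.9% in these data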;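 note: PERK kinase domain activated by AP20187 dimerizer at 100 nM; 0% = DMSO with dimerizer and 100% = rapamycin at 8.4 µM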
Furin inh: inhibitors of human furin; P09958; AID 463115; inhibition, % at 30 µM; purified furin, fluorogenic substrate cleavage; actives 0.061% (n = 220,000); in the data active = inhibition above about 25%; note: inactives centre near -15
* = called active by the depositor; nt = no result given; [ ] = dose if it differs, or a comment. A portion of the library; the hit share may differ from the screen's.

SMILES	KLK5 inh	m-calpain inh	Cl transport mod	FXIIa inh	Thrombin inh	Rad51 HR inh	FXIa inh	PERK inhibitor	Furin inh
CC(C)=CC(=O)Nc1ccc(S(=O)(=O)Nc2ccccn2)cc1	-2	-22	-0.6	9	7	9	-1	2.0	-20
CCSc1sccc1C1C(C#N)=C(N)N(c2cccnc2)C2=C1C(=O)CCC2 (stereo not drawn)	14	6	0.01	7	0	-13	-3	-0.6	-12[20 µM]
O=C(Nc1ccc(S(=O)(=O)Nc2ncccn2)cc1)c1nn(Cc2ccccc2)c(=O)c2ccccc12	5	-35	-1.1	4	-1	-1	1	0.9	-3
CC1=C(C(=O)Nc2ccc(Cl)cc2)C(c2ccco2)NC(=O)N1 (stereo not drawn)	-19	-45	-0.71	13	22	-6	-5	-0.5	-14
CCN1C(=O)CC(NNC(=O)c2ccccc2)C1=O (stereo not drawn)	0	7	0.01	7	-2	nt	1	0.9	-15
Nc1c(-c2ccc(Cl)cc2)cnn1-c1cccc(C(F)(F)F)c1	34	9	nt	6	-5	-6	-9	0.5	-12
CCOC(=O)C1CCN(C(=O)CN(c2ccc(OC)cc2)S(=O)(=O)c2c(C)nn(C)c2C)CC1	1	10	nt	-6	1	-5	-8	-0.5	-19
COc1ccc(-c2nnc(Nc3nc4c(OC)cccc4s3)o2)cc1	-344	-136	9.5*	27	0	nt	24	0.8	-2[20 µM]
Clc1cccc(OCCN2CCNCC2)c1	-16	-7	-2.1	0	-5	-9	-5	-0.5	-12
C/C(CC(=O)NC12CC3CC(CC(C3)C1)C2)=N\NC(=O)Cc1cccs1	-16	-3	2.1	10	0	-1	8	1.4	-9
O=C(CCc1ccccn1)NC1CCCc2c1cnn2-c1ccc(F)cc1F (stereo not drawn)	2	-75	-1.1	8	-7	-7	-3	0.0	-28
Cc1c(NC(=O)CSc2n[nH]c(=O)n2-c2ccccc2)c(=O)n(-c2ccccc2)n1C	nt	26	-0.0031	11	0	nt	2	0.0	-15
Cc1ocnc1C(=O)Nc1ccc(Cl)cc1	0	-2	nt	-6	-3	-3	-6	1.0	-17
O=C(CCl)N=c1sccn1Cc1ccccc1Cl	-4	8	-0.8	2	-4	-1	1	-0.3	-14
NS(=O)(=O)c1ccc(N=Cc2c(O)c3ccccc3oc2=O)cc1	-11	-14	0.31	4	-14	25	-5	0.9	-7
Cc1ccc(S(=O)(=O)N2CCCCC2)cc1NC(=O)COC(=O)c1ccc(O)cc1	-4	-10	-0.19	2	13	nt	-3	0.7	-27
Cc1cc(NS(=O)(=O)c2ccc(NC(=O)C(C)N3C(=O)c4ccccc4C3=O)cc2)nc(C)n1 (stereo not drawn)	-29	-11	-0.26	7	-6	2	-7	0.3	-11[20 µM]
O=C(CN1C2=NCCCN2c2ccccc21)c1ccc(Br)s1	3	-10	0.81	-9	-2	-8	-3	-1.2	1
O=C(N/C=C\c1ccccc1)NCc1ccc(Cl)cc1Cl	1	-1	1.1	2	-4	12	-3	0.9	-18
COc1cc2ccccc2cc1C(=O)Nc1cccnc1	-6	17	nt	0	-5	0	-10	-0.5	-16[20 µM]
Clc1ccccc1CNCc1ccncc1	-17	15	0.072	-1	0	7	7	1.5	-13
CCCCN(CC(=O)NCc1ccc(Cl)cc1)S(=O)(=O)c1ccc2c(c1)OCCO2	-8	10	-0.14	11	1	nt	10	1.1	-19
COCc1nnc(NC(=O)c2ccc(S(=O)(=O)N3CCCc4ccccc43)cc2)o1	-7	-39	-0.14	1	3	5	-5	-0.5	-17
COC(=O)c1cccc(NC(=O)C(C)(C)C)c1	0	8	-0.077	4	-3	8	9	1.6	-29
COc1ccccc1NC(=O)c1ccc(NC(=O)COC(=O)C2CCCO2)cc1 (stereo not drawn)	6	13	0.6	15	-3	0	11	-0.2	-3
More records follow:
SMILES	KLK5 inh	m-calpain inh	Cl transport mod	FXIIa inh	Thrombin inh	Rad51 HR inh	FXIa inh	PERK inhibitor	Furin inh
Cc1ccnc2c(N3C(=O)C4C5C=CC(C5)C4C3=O)cccc12 (stereo not drawn)	-12	-35	nt	21	4	-13	11	1.0	-20
CCC(=O)NNc1ncnc2c1cnn2-c1ccccc1	0	4	0.25	8	1	5	2	0.9	-26
O=C(O)c1cccc(-n2cccc2/C=C2/NC(=O)N(c3ccc(Cl)cc3)C2=O)c1	-10	-3	-2.1	2	-20	5	10	0.9	-14
COC(=O)c1sc(N)c(C(=O)OC)c1COC(=O)CNS(=O)(=O)c1cccc(C#N)c1	9	-18	-0.12	12	10	nt	11	-0.5	-10
O=C(Cc1c(F)cccc1Cl)N(Cc1ccccc1)c1ccccn1	-2	-2	-0.023	5	-7	8	-7	0.3	-22
CC(=O)COC(=O)c1cccc(N2C(=O)C3C4C=CC(C4)C3C2=O)c1 (stereo not drawn)	-2	8	-0.39	11	-4	-3	5	-0.5	-8
Cc1cc(C)n2nc(C(=O)N3CCOCC3)nc2n1	4	28	nt	17	2	5	6	1.4	-18
Cc1cccc(-n2ncc3c(NC(C)C)ncnc32)c1	-6	8	0.57	15	-2	5	7	0.4	-25
CN(C)C(=S)NC(=O)C12CC3(C)CC(C)(CC(C)(C3)C1)C2	-3	-6	1.2	5	-6	10	-3	-0.1	-16
COc1ccc(OC)c(S(=O)(=O)NCCc2cn3ccsc3n2)c1	-5	-40	0.14	10	-7	-7	-1	0.1	-21
O=C(NC(=S)NCC1CCCO1)c1ccc(Cl)cc1 (stereo not drawn)	-19	-2	1.6	11	0	7	8	0.6	-5
CC1CC(C)CN(C(=O)c2ccc3c(c2)N(Cc2ccccc2)CCS3)C1 (stereo not drawn)	-51	-95	0.0022	8	-6	6	4	-0.1	-18
COc1ccc(OC(C)C(=O)Nc2cccnc2)cc1 (stereo not drawn)	-21	-45	0.95	5	-18	-8	-7	1.9	-20[20 µM]
CCCNC(=O)NC(C)C12CC3CC(CC(C3)C1)C2 (stereo not drawn)	-1	14	0.03	-20	-12	7	-9	-0.8	-8[20 µM]
O=C(O)CC12CC3CC(C1)CC(n1ncc(NCc4ccc(F)cc4Cl)c(Cl)c1=O)(C3)C2	-3	6	-1.4	10	0	17	0	1.5	-15
O=C(NCN1CCCCC1)c1cnccn1	-15	-14	0.79	23	4	-6	-4	0.2	-17[20 µM]
O=C(O)c1cccc(N2C(=O)c3ccc(C(=O)c4cccc([N+](=O)[O-])c4)cc3C2=O)c1	7	12	-0.031	25	12	5	9	0.7	-1
O=C(NC(=S)Nc1ccccn1)c1cccc([N+](=O)[O-])c1	-11	17	8*	7	-1	18	-5	1.3	-20
O=C(Cc1ccccc1[N+](=O)[O-])NC1CC1	-6	-12	0.054	7	5	7	-1	0.6	-17
COc1ccccc1CC(=O)Nc1ccc2nc(C)sc2c1	5	21	1.2	2	16	-2	3	-0.3	-9
COc1ccc(/C=C2\Cc3ccccc3C2=O)cc1OC	-4	-15	-0.7	-2	-11	nt	-4	-1.6	3
O=C(COC(=O)C1CCN(S(=O)(=O)c2cccs2)CC1)Nc1ccccc1	-6	1	-0.016	2	-7	5	-4	1.2	-23
c1ccc(Oc2nnc(-c3cccs3)c3ccccc23)cc1	-6	1	0.36	7	-6	-1	3	0.2	-10
O=C(O)CSc1nnc(-c2ccccc2O)n1Cc1ccccc1	0	-20	0.28	8	-7	-2	-3	0.7	-20
CCOc1ccc(Nc2nc(N)c([N+](=O)[O-])c(NCc3ccccc3)n2)cc1	6	23	-0.11	11	0	18	6	-0.1	-18
C/C(=N\NC(=O)c1ccc(C)cc1C)c1ccc2c(c1)OCO2	-25	3	0.18	0	-7	6	-5	0.5	-19
O=C(CNc1n[nH]c(=O)[nH]c1=O)N/N=C/c1ccccc1	3	5	-0.78	8	-1	12	-2	1.9	-24

Complete entries from above:
c1ccc(Oc2nnc(-c3cccs3)c3ccccc23)cc1 is entered as KLK5 inh: -6; m-calpain inh: 1; Cl transport mod: 0.36; FXIIa inh: 7; Thrombin inh: -6; Rad51 HR inh: -1; FXIa inh: 3; PERK inhibitor: 0.2; Furin inh: -10
C/C(=N\NC(=O)c1ccc(C)cc1C)c1ccc2c(c1)OCO2 is entered as KLK5 inh: -25; m-calpain inh: 3; Cl transport mod: 0.18; FXIIa inh: 0; Thrombin inh: -7; Rad51 HR inh: 6; FXIa inh: -5; PERK inhibitor: 0.5; Furin inh: -19
CCOc1ccc(Nc2nc(N)c([N+](=O)[O-])c(NCc3ccccc3)n2)cc1 is entered as KLK5 inh: 6; m-calpain inh: 23; Cl transport mod: -0.11; FXIIa inh: 11; Thrombin inh: 0; Rad51 HR inh: 18; FXIa inh: 6; PERK inhibitor: -0.1; Furin inh: -18

Individual results from above.
FXIIa inh result of O=C(O)c1cccc(N2C(=O)c3ccc(C(=O)c4cccc([N+](=O)[O-])c4)cc3C2=O)c1 : 25
PERK inhibitor result of COc1ccc(OC)c(S(=O)(=O)NCCc2cn3ccsc3n2)c1 : 0.1
PERK inhibitor result of CCC(=O)NNc1ncnc2c1cnn2-c1ccccc1 : 0.9
FXIa inh result of O=C(CNc1n[nH]c(=O)[nH]c1=O)N/N=C/c1ccccc1 : -2
Rad51 HR inh result of Cc1ccnc2c(N3C(=O)C4C5C=CC(C5)C4C3=O)cccc12 (stereo not drawn) : -13
PERK inhibitor result of COc1ccc(/C=C2\Cc3ccccc3C2=O)cc1OC : -1.6
Thrombin inh result of COc1ccccc1CC(=O)Nc1ccc2nc(C)sc2c1 : 16
